KDM5B inhibitor: KDM5B demethylase inhibition | Q9UGL1 | KDM5B demethylase, FDH-coupled NADH fluorescence (FDH is formaldehyde dehydrogenase) | Potency, µM (titrated, usually from 57.7 µM), without a hit: at the top dose activity change, negative = inhibition, usual class: inhibitors | actives 2.6% (n = 220,000); active = well fitted inhibition curve with a large enough effect; inconclusive = small, poorly fitted or top-dose-only effect; inactive = no such curve, though single readings can be large or run the other way; also: 0% is about no effect; nearly all actives have a fitted effect of over 70% in size
Target sequence (Q9UGL1 whole entry, looked up): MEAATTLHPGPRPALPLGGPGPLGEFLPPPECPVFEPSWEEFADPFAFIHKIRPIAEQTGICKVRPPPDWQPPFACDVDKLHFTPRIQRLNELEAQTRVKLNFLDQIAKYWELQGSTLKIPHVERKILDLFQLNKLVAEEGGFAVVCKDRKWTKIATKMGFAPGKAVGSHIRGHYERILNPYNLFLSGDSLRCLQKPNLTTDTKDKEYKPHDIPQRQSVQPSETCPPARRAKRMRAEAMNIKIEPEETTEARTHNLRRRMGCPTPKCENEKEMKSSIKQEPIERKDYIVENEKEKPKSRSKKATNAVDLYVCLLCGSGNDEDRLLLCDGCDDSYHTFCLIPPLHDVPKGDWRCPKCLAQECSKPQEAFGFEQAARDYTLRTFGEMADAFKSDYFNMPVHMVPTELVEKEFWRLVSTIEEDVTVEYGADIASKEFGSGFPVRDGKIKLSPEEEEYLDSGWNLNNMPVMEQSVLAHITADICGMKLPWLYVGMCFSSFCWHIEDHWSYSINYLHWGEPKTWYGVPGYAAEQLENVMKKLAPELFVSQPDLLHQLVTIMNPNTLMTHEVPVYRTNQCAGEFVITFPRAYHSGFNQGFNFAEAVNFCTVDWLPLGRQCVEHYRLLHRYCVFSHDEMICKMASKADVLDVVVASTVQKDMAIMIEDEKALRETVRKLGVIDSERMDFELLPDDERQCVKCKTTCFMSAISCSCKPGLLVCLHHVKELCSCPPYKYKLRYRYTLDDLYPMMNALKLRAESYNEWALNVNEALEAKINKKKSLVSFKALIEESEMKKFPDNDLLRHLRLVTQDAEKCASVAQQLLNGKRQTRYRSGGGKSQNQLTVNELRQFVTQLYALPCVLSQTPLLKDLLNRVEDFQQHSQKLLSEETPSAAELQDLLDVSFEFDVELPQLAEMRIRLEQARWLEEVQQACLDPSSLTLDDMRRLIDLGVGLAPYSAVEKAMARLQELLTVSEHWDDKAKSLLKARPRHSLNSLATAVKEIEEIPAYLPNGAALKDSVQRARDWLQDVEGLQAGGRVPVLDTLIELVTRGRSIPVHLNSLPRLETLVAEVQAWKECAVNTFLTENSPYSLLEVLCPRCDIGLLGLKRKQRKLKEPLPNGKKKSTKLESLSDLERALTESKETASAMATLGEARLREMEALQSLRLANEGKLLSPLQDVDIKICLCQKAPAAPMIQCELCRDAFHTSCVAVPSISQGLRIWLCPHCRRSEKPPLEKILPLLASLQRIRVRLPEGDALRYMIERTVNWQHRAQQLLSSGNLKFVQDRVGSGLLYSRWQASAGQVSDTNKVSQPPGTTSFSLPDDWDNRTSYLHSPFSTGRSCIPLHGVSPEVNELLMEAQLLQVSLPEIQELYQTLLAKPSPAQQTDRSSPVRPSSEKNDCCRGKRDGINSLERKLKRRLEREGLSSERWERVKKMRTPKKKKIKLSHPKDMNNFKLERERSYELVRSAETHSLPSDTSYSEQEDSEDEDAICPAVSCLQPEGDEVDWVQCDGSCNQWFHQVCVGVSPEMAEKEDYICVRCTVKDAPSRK
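Here, H3K4me3 peptide (12.5 µM in substrate mix) is demethylated by KDM5BΔAP, 200 nM final, after 10 min compound exposure. Formaldehyde product is coupled through FDH (0.25 U/mL in mix) to NADH fluorescence; 30-min ΔRFU feeds dose-response curves.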
* = called active by the depositor; i = inactive; u = inconclusive; [ ] = another dose, or the depositor's remark. Potency is read from the fitted curve at half-maximal effect. Only part of the results is shown; rates above refer to the full screens.

SMILES | KDM5B inhibitor
CSc1ccc(/C=C(/C#N)C(=O)Nc2cccc(Cl)c2C)cc1 | 6.4%
CC1(C)CC(=O)C2=C(C1)Nc1cc3c(cc1C2c1ccc(OCC(=O)O)cc1)OCO3 (stereo unspecified) | u
CCCCOC(=O)C(C)Oc1ccc2c(=O)c(-c3ccccc3)coc2c1 (stereo unspecified) | 1.4%
Cc1ccc(-n2nc(C)c3c(C(=O)NCCc4ccc(S(N)(=O)=O)cc4)cc(C)nc32)cc1 | u
CC(C)CC(=O)N1CCC(N2CCCC(C(=O)NCc3ccccc3)C2)CC1 (stereo unspecified) | -8.2%
O=C(CN(Cc1ccc(Cl)cc1)C(=O)c1csnn1)NCc1ccccc1 | 25.8%
c1ccc2c(NC34CC5CC(CC(C5)C3)C4)nc(N3CCCCC3)nc2c1 | -5.6%
CCCNC(=O)CNC(=O)CCc1ncc(-c2ccc(C)cc2)o1 | -10.6%
CCC1CCCCN1CC(=O)Nc1cc(C)c2c(=O)oc3ccccc3c2n1 (stereo unspecified) | -5.8%
CCCn1c(SCc2nc(-c3ccc(OC)cc3OC)no2)nnc1-c1ccc(Cl)cc1 | -21.9%
COc1ccc(C(=O)N2N=C(c3ccsc3)CC2c2ccc3nccnc3c2)cc1 (stereo unspecified) | 24.8%
Cc1ccc(C(=O)N2CCN(c3cccc(Cl)c3)CC2)cc1-n1c(C)nc2cccnc21 | 0.7%
COc1cccc(NC(=O)C(C#N)C(=O)Cc2ccccc2C)c1 (stereo unspecified) | 19.1%
CCOC(=O)c1ccc(NC(=O)c2nc(SCc3ccccc3F)ncc2Cl)cc1 | -25.9%
COC(=O)C(OC(=O)c1[nH]c(C)c(C(C)=O)c1C)c1ccccc1Cl (stereo unspecified) | 6.8%
C#CCNC(=O)c1nc(-c2cccnc2)c2cnccn12 | i
O=C(N1CCN(C/C=C/c2ccccc2)CC1)C12CNCC1CNC2 (stereo unspecified) | u
NC(=O)C1(C(=O)N2C[C@@H](C(=O)O)[C@H](c3ccc4c(c3)OCO4)C2)CC1 | 19.1%
Cc1nc(C2CCCCN2C(=O)c2cccc(F)c2)n[nH]1 (stereo unspecified) | 17.6%
Cc1cnc2c(c1)C(=O)c1ccccc1-2 | 34.6%
O=S(=O)(c1ccc(F)c(Cl)c1)N1CCN(C/C=C/c2ccccc2)CC1 | 5.8%
CC(C)C(N)c1ccccc1 (stereo unspecified) | 18.3%
CCOC(=O)c1ccc(OCc2ccccc2C#N)cc1 | 14.9%
Cc1nc(C#N)c(N2CCN(C(=O)CN3CCCCC3)CC2)o1 | 20.1%

Laid out differently: entries from further up.
> C#CCNC(=O)c1nc(-c2cccnc2)c2cnccn12
  KDM5B inhibitor: i

> CCOC(=O)c1ccc(NC(=O)c2nc(SCc3ccccc3F)ncc2Cl)cc1
  KDM5B inhibitor: -25.9%

> Cc1nc(C#N)c(N2CCN(C(=O)CN3CCCCC3)CC2)o1
  KDM5B inhibitor: 20.1%

> CCOC(=O)c1ccc(OCc2ccccc2C#N)cc1
  KDM5B inhibitor: 14.9%

Other structures.
SMILES | KDM5B inhibitor
Cn1c(SCc2cccc(Cl)c2)nc(=O)c2c1NC(=O)CC2c1ccc(OCC(N)=O)cc1 (stereo unspecified) | 11.8%
O=C(c1ccccn1)N1CCCC(c2nc(CCOCC3CC3)no2)C1 (stereo unspecified) | -20.9%
CC(=O)N1CCCc2ccc(NS(=O)(=O)c3ccc(C)c(C)c3)cc21 | 0.8%
COc1ccc(C(=O)N/N=C(\C)CC(=O)Nc2ccc3ccccc3c2)c(OC)c1 | -8.8%
CCCCn1cc(S(=O)(=O)c2ccc(C)c(C)c2)c(=O)c2cc(F)c(N3CCN(C)CC3)cc21 | -3.2%
CN(C)C(=O)c1ccc(Cl)cc1 | 4.1%
CC(C)C(=O)N1CCC(N2C(=O)C3(CCCCC3)C2c2ccncc2)CC1 (stereo unspecified) | u
Cc1ccc(CN(CC(=O)NC(C)(C#N)C2CC2)C(C)C)s1 (stereo unspecified) | 11.4%
O=C1[C@@H]2[C@@H](CCN2C(=O)NC2CCCCC2)N(Cc2cccs2)C(=O)N1c1cccc(F)c1 | -22.9%
COc1ccc2[nH]c(C(=O)N(C)c3ccc(F)cc3F)cc2c1 | u
CCCC1NC(=O)N(Cc2ncc(-c3ccc(F)cc3)o2)C1=O (stereo unspecified) | 16.4%
CC(C)NC(=O)N1CCN(C(=O)c2cccnc2)C[C@H]1C(=O)N[C@@H](CC1CCCCC1)C(N)=O | -1.7%
O=C(COc1ccc(Cl)cc1)NCCc1csc(-c2ccc(F)cc2)n1 | u
CC[C@H]1CN(S(C)(=O)=O)CC[C@H]1CC(=O)NCc1cccc2ccccc12 | 8.5%[86.2 µM]
Cc1cc(C)cc(NC(=O)CSc2nnc(CNC(=O)c3c(F)cccc3Cl)o2)c1 | 19.2%
O=C(c1cocn1)N1C[C@@H](COCC2CC2)[C@H](c2ccccn2)C1 | 2.6%
Cc1noc(C)c1CCC(=O)N1CCN(S(=O)(=O)c2ccccc2F)CC1 | 24.5%
O=S(=O)(NCC1(c2ccccc2)CC1)c1ccc(Cl)cc1 | -19.8%
O=C(NC1CCCCC1)C1CCN(C(=O)c2ncn3c2COC(c2ccc(F)cc2)C3)CC1 (stereo unspecified) | 6.2%
CC(C)C(=O)N1C[C@@H]2CCCN3CCC[C@@H]([C@H]23)[C@H]1CCCC(=O)NCC1CC1 | u
CCCNC(=O)CN1CCN(Cc2ncc(-c3ccccc3)o2)CC1 | -3.2%
N#Cc1ccc(COC(=O)c2ccc(N3CCCS3(=O)=O)cc2)cc1 | 14.5%
COc1ccc([C@H]2C[C@@H](O)[C@@H](O)[C@@H]2NCc2cccc(OC)c2)cc1 | 4.9%[86.2 µM]
CC(C)(C)C(=O)Nc1ccc(S(=O)(=O)Nc2nccs2)cc1 | 26.7%

Of the compounds above, these have an aryl thioether with sulfur outside any ring:
SMILES | KDM5B inhibitor
CSc1ccc(/C=C(/C#N)C(=O)Nc2cccc(Cl)c2C)cc1 | 6.4%
CCCn1c(SCc2nc(-c3ccc(OC)cc3OC)no2)nnc1-c1ccc(Cl)cc1 | -21.9%
CCOC(=O)c1ccc(NC(=O)c2nc(SCc3ccccc3F)ncc2Cl)cc1 | -25.9%
Cn1c(SCc2cccc(Cl)c2)nc(=O)c2c1NC(=O)CC2c1ccc(OCC(N)=O)cc1 (stereo unspecified) | 11.8%
Cc1cc(C)cc(NC(=O)CSc2nnc(CNC(=O)c3c(F)cccc3Cl)o2)c1 | 19.2%

Other entries follow:
SMILES | KDM5B inhibitor
O=C(NCCc1ccccc1)c1ccc2c(c1)N(Cc1ccccc1F)C(=O)c1ccccc1S2=O (stereo unspecified) | -19.3%
O=C(NC1CC1)c1cc2cc(Br)ccc2s1 | -6.5%
CC(C)c1nnc(NC(=O)C2CCN(C(=O)c3ccc(F)cc3)CC2)s1 | 21.2%
CCOC(=O)c1sc2ccccc2c1S(=O)(=O)Nc1ccc(CC)cc1 | -27.5%
CC(C)(C)c1ccc(C(=O)N2CCN(c3ncccn3)CC2)cc1 | 6.6%
COc1cc(-c2nc3c4c5c(sc4ncn3n2)CCCC5)ccc1OC(F)F | 14.0%
CN1C(=O)c2ccc(NC(=O)c3cccc4ccccc34)cc2C1=O | u
CCN(C(=O)CN1C(=O)NC(c2ccccc2)(c2ccc(C)c(C)c2)C1=O)C1CCCCC1 (stereo unspecified) | -0.6%
Cc1ccc(-n2cnc3c(sc4nc(N5CCOCC5)c5c(c43)CCCC5)c2=O)cc1 | u
Cc1ccc(-c2cnc(CCC(=O)N(C)CC(=O)Nc3ccccc3Br)o2)cc1 | -29.1%
Cc1cccc(NC(=O)C2CCCN(C(=O)Nc3ccc(F)cc3)C2)c1 (stereo unspecified) | -16.6%
CCc1ccc(NC(=O)C(C)OC(=O)CN2C(=O)NC3(CCCC3)C2=O)cc1 (stereo unspecified) | 7.7%
COc1ccc(F)cc1S(=O)(=O)N1CCCN(C(=O)C2CC2)c2ccccc21 | -8.7%
O=C(NC1CC(=O)N(c2ccccc2)C1)c1ccc(S(=O)(=O)N2CCOCC2)cc1 (stereo unspecified) | -20.9%
CN(C)c1nc(-c2ccncc2)nc2c1CCN(C(=O)c1[nH]ncc1Cl)C2 | -5.4%
Cn1c(=O)c2c(ncn2CC(COCc2ccccc2F)OCc2ccccc2F)n(C)c1=O (stereo unspecified) | -3.7%
CC(NC(=O)c1cc2ccccc2oc1=O)c1ccccc1 (stereo unspecified) | 34.0%[activator]
Cc1ccc(NC(=O)CCCn2c(=O)c3cccn3c3ccccc32)c(Cl)c1 | u
CN(C)C(=O)c1cccnc1OC1CCN(C(=O)c2cccc(F)c2)C1 (stereo unspecified) | -0.1%
CCOCCCNC(=O)NC1CCN(c2ccc(OC)cc2)C1=O (stereo unspecified) | 11.2%
Cc1nc(C)c(CC(=O)NC2CCCN(CCCc3ccccc3)C2)c(=O)[nH]1 (stereo unspecified) | 10.1%
COc1ccccc1CNC(=O)c1nn(-c2ccc(C)cc2)c(=O)c2c1c1ccccc1n2C | -6.4%
COc1cccc(CNC(=O)c2c(C)nn(-c3cccc(C)c3)c2-n2cccc2)c1 | -28.8%
OCC1(CC2CC2)CCCN(c2nccc(C(F)(F)F)n2)C1 (stereo unspecified) | 7.6%
C=CCOc1cccc(C(=O)N2CCC(Cc3ccc(OC)cc3)(C(=O)OCC)CC2)c1 | -8.4%
COc1ccc(C(C)NC(=O)COc2ccc(NC(C)=O)cn2)cc1 (stereo unspecified) | -10.1%
CCn1cc(-c2ccc(Cl)cc2)cc1C(=O)N1CCCN(C)CC1 | 0.9%
O=C(N[C@H]1CCN2C(=O)c3cc(-c4ccccc4)ccc3NC(=O)[C@H]12)C1CCCC1 | 0.2%[86.2 µM]
CCOC(=O)C1CCN(C(=O)c2ccc3c(c2)sc2nc(-c4ccc(OCC)cc4)cn23)CC1 | u
CNC(=O)N1CCC2(CC1)CC(N(Cc1ccc(F)cc1)C1CC1)CCO2 (stereo unspecified) | -10.3%
CN(Cc1ccccc1)C(=O)C1CCCN(Cc2ccccc2C(F)(F)F)C1 (stereo unspecified) | -24.3%
O=C(Nc1cccc(Cl)c1)c1ccc(F)c(S(=O)(=O)N2CCC3(CC2)OCCO3)c1 | u
COc1ccc([C@H]2C[C@@H](O)[C@@H](O)[C@@H]2NC(=O)c2c(-c3ccccc3)noc2C)cc1 | 37.9%[86.2 µM]
CCOc1cc(=O)n2c(c1C(=O)Nc1ccc(C(C)C)cc1)CCCC2 | 3.4%
Cc1c(Br)c(O)c(Br)c2sc(=O)oc12 | -2.1%
CC(=O)Nc1ccc(S(=O)(=O)Nc2ccc(Nc3ccccc3)cc2)cc1 | 28.1%
COCCCNC(=O)c1cc(C2CC2)nc2ccccc12 | u
CC(C)C(=O)Nc1nc2c(s1)C(=O)CC(C)(C)C2 | 0.2%
CN(C)C[C@@H]1CN(S(C)(=O)=O)C[C@H]1NC(=O)c1nccc2ccccc12 | u
CCc1nnc(SCC(=O)N2CCCC(N3CCN(c4ccccc4C)CC3)C2)o1 (stereo unspecified) | -13.6%
COc1ccc(C2c3c(n(C)c4ccccc34)C(=O)N2CC(=O)Nc2ccccc2F)cc1 (stereo unspecified) | u
Cc1c(Cl)cccc1NC(=O)CN1C(=O)NC2(CCOCC2)C1=O | 4.5%
COc1ccc(N2CC(C(=O)NCCNC(=O)c3cn(C)c4ccccc34)CC2=O)cc1 (stereo unspecified) | 19.0%
O=C(Nc1ccc2c(c1)OCCO2)N1CCC(Cc2nc(-c3cccnc3)n[nH]2)C1 (stereo unspecified) | -14.0%
COc1ccc(S(=O)(=O)NCC(=O)O)c2ccccc12 | u
CCc1cccc(CC)c1NC(=O)CCS(=O)(=O)c1ccc(Br)s1 | 2.2%
CC(=O)Nc1ccc(S(=O)(=O)N[C@@H]2C=C[C@@H](c3c(C)nn(-c4ccc(C(C)(C)C)cc4)c3C)C2)cc1 | -0.5%
Clc1cccc(-c2cnc([C@@H]3COCCN3Cc3ncc[nH]3)[nH]2)c1 | 15.8%[86.2 µM]
COc1ccc(C(=O)N[C@H]2CC[C@]3(C)CCC([C@H](C)C(=O)NCc4ccccc4)[C@H](O)[C@H]3[C@@H]2C)cc1 (stereo partly specified) | 8.2%
CN(C)C(=O)C(F)(F)C(F)(F)C(F)(F)C(F)(F)C(=O)N(C)C | 5.6%
CCNC(=O)NCC(=O)N1CCCCCCNC(=O)CC1c1ccccc1 (stereo unspecified) | 9.1%
C=C(C)Cn1c(SC(C)C)nc2c1c(=O)[nH]c(=O)n2C | 9.4%
COc1ccc(N2CC(NC(=O)/C=C\c3ccccc3)CC2=O)cc1OC (stereo unspecified) | -3.8%
CC(C)(C)c1ccc(CCC(=O)Nc2ccccc2O)cc1 | -16.2%
Cc1cc(OC(C)C(=O)NCCCN(C)C)c2c(C)cc(=O)oc2c1 (stereo unspecified) | u
O=C(CCCc1ccccc1)N1CCN(C2CCN(CCc3ccccc3)C2=O)CC1 (stereo unspecified) | -3.8%
CC(=O)N1c2ccc(S(=O)(=O)N3CCN(c4cc(Cl)ccc4C)CC3)cc2CC1C (stereo unspecified) | -10.9%
CC(C)c1ccc2c(c1)CCCN2C(=O)c1cnc2c(cnn2C(C)C)c1 | -1.5%
O=c1[nH]c(=O)n(CCc2ccccc2)c2nccc(-c3ccccc3)c12 | 5.4%
Cc1ccc(CN2CCCC(c3nc(-c4cccnc4)no3)CCNC(=O)CC2)o1 (stereo unspecified) | -18.7%
Cc1cc(C(=O)Nc2ccon2)ccc1[N+](=O)[O-] | 33.1%
Cc1ccc(-c2nccn3cc(C(=O)N4CCN(CC(C)C)CC4)nc23)cc1 | u
